Assay outcomes: PubChem, several laboratories
Diaphorase inh: diaphorase inhibitors and chemical oxidizers, primary screen, counter-screen for diaphorase-coupled primary assays, biochemical, uHTS, resorufin fluorescence. inhibition, % at 20 µM. actives 0.69% (n = 190,000). AID 1217, 2008. diaphorase resazurin-to-resorufin fluorescence, NADH, 16 min; bacterial (C. kluyveri) enzyme, not human;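 active means primary screen inhibition at 20 µM above a set limit, cut at about 50% in these data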;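 further: plate controls were DMSO with full reaction for no effect and wells lacking NADH for full effect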
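System: Bacterial diaphorase enzyme (C. kluyveri) | Incubation: 16-min room-temperature incubation before reading | Benchmarks: No-NADH positive control and DMSO neutral control | Measured by: Resorufin fluorescence 544/590 nm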
PMI act: activators of human PMI, primary screen, biochemical, fluorescence intensity, near-Km mannose 6-phosphate. Mannose-6-phosphate isomerase (Homo sapiens), P34949. purified human PMI, coupled resazurin fluorescence, 20 min; stronger effect = higher value; 1 = vehicle control, 0 substrate-free wells. activation factor at 20 µM. actives 0.005% (n = 190,000). AID 1214, 2008;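 active means activation factor of 2 or more at 20 µM, relative to plate controls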
Target sequence (P34949 whole entry, looked up): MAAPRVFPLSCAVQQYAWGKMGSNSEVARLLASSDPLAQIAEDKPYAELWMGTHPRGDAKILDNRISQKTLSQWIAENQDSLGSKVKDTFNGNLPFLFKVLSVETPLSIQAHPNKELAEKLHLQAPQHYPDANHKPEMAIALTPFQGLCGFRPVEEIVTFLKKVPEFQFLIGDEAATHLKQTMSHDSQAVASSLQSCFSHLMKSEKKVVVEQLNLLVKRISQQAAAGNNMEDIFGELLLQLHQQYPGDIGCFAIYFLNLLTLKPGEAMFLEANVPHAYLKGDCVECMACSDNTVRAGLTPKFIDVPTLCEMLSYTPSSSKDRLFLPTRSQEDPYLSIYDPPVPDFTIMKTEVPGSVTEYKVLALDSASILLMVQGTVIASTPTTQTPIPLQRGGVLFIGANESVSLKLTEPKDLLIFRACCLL
TNAP inh hiacc: human TNAP enzyme inhibitors, primary screen, biochemical, luminescent, high phosphate acceptor level, uHTS; Alkaline phosphatase, tissue-nonspecific isozyme (Homo sapiens), P05186; purified TNAP, CDP-star luminescence, 1 M DEA; inhibition, % at 20 µM; actives 0.03% (n = 200,000); AID 1135, 2008;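 active means over 50% inhibition of tissue-nonspecific alkaline phosphatase at 20 µM in the single-dose screen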;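 further: plate controls were DMSO wells for no effect and EDTA-quenched wells as full inhibition for full effect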
Target sequence (P05186 whole entry, looked up): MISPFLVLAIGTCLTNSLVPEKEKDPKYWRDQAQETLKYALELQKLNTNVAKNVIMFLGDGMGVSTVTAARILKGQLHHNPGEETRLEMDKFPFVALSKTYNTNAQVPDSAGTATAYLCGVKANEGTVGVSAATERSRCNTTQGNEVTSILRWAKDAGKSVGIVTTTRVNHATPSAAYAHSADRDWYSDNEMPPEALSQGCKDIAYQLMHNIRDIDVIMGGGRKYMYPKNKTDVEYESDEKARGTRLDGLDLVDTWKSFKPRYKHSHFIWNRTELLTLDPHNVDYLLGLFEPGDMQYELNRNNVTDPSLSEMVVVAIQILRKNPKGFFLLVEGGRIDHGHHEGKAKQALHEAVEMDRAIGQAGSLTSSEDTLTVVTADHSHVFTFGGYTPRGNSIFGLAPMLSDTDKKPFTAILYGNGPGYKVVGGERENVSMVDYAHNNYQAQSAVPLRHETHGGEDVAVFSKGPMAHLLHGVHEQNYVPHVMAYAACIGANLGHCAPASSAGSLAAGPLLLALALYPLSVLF
HMGR II inh: inhibitors of E. faecalis class II HMGR, primary screen, biochemical, Enterococcus faecalis; HMG-CoA reductase (Enterococcus faecalis, mvaE); purified E. faecalis HMGR, NADPH absorbance 340 nm kinetic; inhibition, % at 10 µM; actives 0.41% (n = 190,000); AID 1066, 2008;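 active means inhibition above a set limit, the median over all tested compounds plus 3 SD, cut at about 9.5% in these data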;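 further: enzyme runs in reverse so mevalonate oxidation gives rising NADPH absorbance; 0% = complete reaction with DMSO and 100% = background rate lacking mevalonate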
TNAP act hi DEA: TNAP activators at high phosphate acceptor level, primary screen, biochemical, luminescence, uHTS | activation factor at 20 µM | 200,000 tested, under 10 active | Alkaline phosphatase, tissue-nonspecific isozyme (Homo sapiens), P05186 | purified TNAP, CDP-star luminescence, 1 M DEA, 30 min; stronger effect = higher value; 0 = EDTA background, 1 = DMSO-only activity;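 active means activation factor at least 2 at 20 µM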
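Assay system: human TNAP; Input: enzyme diluted 1/800 final; Reagent: CDP-star luminogenic substrate at 100 µM final; Timing: 30 min, room temperature; Signal: luminescence; Evaluation: TNAP activation factor scaled between EDTA and DMSO control wells.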
G6PDH CS: L. mesenteroides G6PDH inhibitors, counter-screen for G6PDH-coupled screening assays, biochemical, Leuconostoc mesenteroides enzyme; glucose-6-phosphate dehydrogenase [Leuconostoc mesenteroides]; Purified L. mesenteroides G6PDH, diaphorase/resazurin coupled fluorescence, 45 min; inhibition, % at 5 µM; actives 0.12% (n = 200,000); AID 1020, 2008; in the data active means inhibition above about 50%
FLuc stim CS: FLuc activators, initial screening, artefact control for FLuc-dependent activation tests, biochemical, ATPlite luminescence; 200,000 tested, under 10 active; activation factor at 10 µM; AID 1027, 2008; ATPlite luciferase biochemical, 10 min; 0 = ATP-free wells, 1 = DMSO control;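 active means luciferase activation factor, scaled between plate controls, of at least 2 with compound at 10 µM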
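System: luciferase plus luciferin reagent, cell-free; medium: PBS as buffer for the ATP substrate; dosing: test compounds dosed from 2 mM stocks in 100% DMSO; timing: 10 min post-reagent at room temperature; measured by: luminescence measurement of luciferase light output; evaluation: luciferase activation, seen as luminescence increase over controls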
TNAP inh noacc: human TNAP enzyme inhibitors, primary screen, biochemical, luminescent, no phosphate acceptor, uHTS; Alkaline phosphatase, tissue-nonspecific isozyme (Homo sapiens), P05186; purified TNAP, CDP-star luminescence, 30 min; actives 0.26% (n = 200,000); inhibition, % at 20 µM;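 active means tissue-nonspecific alkaline phosphatase inhibition above about 50% at 20 µM in the single-dose screen, limit read from the data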;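 further: 0% = DMSO negative control and 100% = EDTA positive control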
Diaphorase act: compounds boosting diaphorase resazurin reduction – biochemical, uHTS, resorufin fluorescence, counter-screen for diaphorase-coupled primary assays, primary screen | Diaphorase/resazurin coupled assay, 16 min; stronger effect = higher value; 1 = vehicle wells, 0 = NADH-free wells | activation factor at 20 µM | actives 0.005% (n = 190,000) | AID 1229, 2008;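 active means diaphorase activity raised at least twofold by the compound at 20 µM; inactive means activation factor below 2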
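System – purified diaphorase enzyme from Clostridium kluyveri · Input – enzyme 0.07 U/mL final · Also added – final NADH 0.114 mM, resazurin 0.1 mM · Measured by – fluorescence of resorufin, 544 nm excitation, 590 nm emission · Timing – 16 min enzyme reaction, ambient temperature · Measure – resorufin increase flagging diaphorase activators or reducers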
PMI act hi M6P: human PMI activators, high substrate, primary screen, biochemical, fluorescence intensity, near-saturating mannose 6-phosphate | actives 0.34% (n = 190,000) | coupled PMI enzyme assay, resazurin fluorescence, 20 min; stronger effect = higher value; 1 = untreated enzyme, 0 = substrate-free blank | activation factor at 20 µM;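 active means activation factor of 2 or more at 20 µM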
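Material: human phosphomannose isomerase with PGI, G6PDH, diaphorase coupling enzymes; amount: PMI at 15 ng/mL final; also added: Mannose-6-phosphate 1.0 mM (near-saturating) plus 0.22 mM NADP+; incubation: enzyme reaction with compound 20 min at room temperature; signal: resorufin fluorescence (Ex 544/Em 590 nm) from resazurin via diaphorase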
* = called active by the depositor; · = not tested or not shown.

SMILES	Diaphorase inh	PMI act	TNAP inh hiacc	HMGR II inh	TNAP act hi DEA	G6PDH CS	FLuc stim CS	TNAP inh noacc	Diaphorase act	PMI act hi M6P
CCOC(=O)c1c(C)oc2cc(Br)c(OC(=O)N3CCOCC3)cc12	11	0.8	-2	-3	1	3	1	-7	0.9	0.9
CCO/C=C1\C(=O)N(CC)c2ccccc21	-8	1.1	0	4	1	7	1	-5	1.1	1
CCOC(=O)/C(=N\Nc1ccc(OC)cc1)c1csc(Nc2ccccc2)n1	19	0.9	5	-1	0.9	-7	0.9	-6	0.8	0.9
Cc1ccc(P(C)(=O)c2ccc(C)cc2)cc1	3	1	1	-8	1	-1	1	-4	1	1
CC(C)(C)NC(=O)Cn1nnc(-c2cccs2)n1	4	1	-2	-4	1	-8	1.1	-12	1	1
CN1OCC(S(=O)(=O)c2ccccc2)C1c1ccccc1 (stereo unspecified)	-9	1.1	-2	-10	1	-3	1	-14	1.1	1
O=C1N/C(=C/c2cccs2)C(=O)N1Cc1ccc(F)cc1	0	1	-4	-1	1	2	1	-10	1	1
CCCCC(=O)Nc1cccc(C(C)O)c1 (stereo unspecified)	10	1	-5	-8	1	0	1.1	-11	0.9	1
FC(F)(F)c1cc(C(F)(F)F)c2ccc(N/N=C/c3cccc(Cl)c3)nc2n1	-1	1.1	-3	-5	1	15	1.1	3	1	1.1
COc1ccc(N2CCN(c3c(S(=O)(=O)c4ccccc4)cnc4ccc(OC)cc34)CC2)cc1	21	0.9	-3	-3	1	-46	1	-14	0.8	0.9
Cc1ccc(NC(=S)N2CCC(c3ccc(C)cc3)C2)cc1 (stereo unspecified)	15	0.7	-5	3	1	9	0.8	-27	0.8	1
CC1=CC2=NC(=O)/C(=C\c3cccn3CCOc3cccc(C)c3)C(=N)N2O1	24	0.8	-3	-5	1	-16	1	-14	0.8	0.9
Cc1cc(=O)[nH]c(N/N=C/c2ccc(OC(=O)c3cccnc3)cc2)n1	-4	1	0	1	1	-2	1	-8	1	1
O=C(NCC1CCCO1)C1CCN(S(=O)(=O)c2cccc3cccnc23)CC1 (stereo unspecified)	1	0.9	-2	-6	1	20	1	-17	1	0.9
CN(Cc1ccccc1)S(=O)(=O)c1cccc2cccnc12	7	1	-4	-4	1	9	1	-10	0.9	1
O=C1CCC(=O)N1CCCCCc1nc(-c2ccccc2)no1	9	1	-8	3	1.1	-18	1.1	-7	0.9	1
CCOC(=O)c1sc(NC(=O)/C=C/c2cnn(C)c2C)c(C(=O)OCC)c1C	1	1	-2	2	1	0	1	-6	1	1
O=C(NCC(c1ccc(F)cc1)N1CCOCC1)c1ccc(Br)o1 (stereo unspecified)	22	1	-7	1	1.1	0	1.1	-14	0.8	1
CC(C)CC(=O)NC(=S)Nc1ccc(S(=O)(=O)N2CCCC2)cc1	19	0.9	2	-1	1	4	1.1	-2	0.8	1
Cc1ccc2[nH]c(=O)c(C(c3nnnn3CCc3ccccc3)N3CCOCC3)cc2c1 (stereo unspecified)	13	1.1	0	2	1	-4	1	-10	0.9	1.3

The final 5 records of the section above come first, to join the parts.
SMILES	Diaphorase inh	PMI act	TNAP inh hiacc	HMGR II inh	TNAP act hi DEA	G6PDH CS	FLuc stim CS	TNAP inh noacc	Diaphorase act	PMI act hi M6P
O=C1CCC(=O)N1CCCCCc1nc(-c2ccccc2)no1	9	1	-8	3	1.1	-18	1.1	-7	0.9	1
CCOC(=O)c1sc(NC(=O)/C=C/c2cnn(C)c2C)c(C(=O)OCC)c1C	1	1	-2	2	1	0	1	-6	1	1
O=C(NCC(c1ccc(F)cc1)N1CCOCC1)c1ccc(Br)o1 (stereo unspecified)	22	1	-7	1	1.1	0	1.1	-14	0.8	1
CC(C)CC(=O)NC(=S)Nc1ccc(S(=O)(=O)N2CCCC2)cc1	19	0.9	2	-1	1	4	1.1	-2	0.8	1
Cc1ccc2[nH]c(=O)c(C(c3nnnn3CCc3ccccc3)N3CCOCC3)cc2c1 (stereo unspecified)	13	1.1	0	2	1	-4	1	-10	0.9	1.3
CC1CCCN(c2nc3ccsc3c(=O)s2)C1 (stereo unspecified)	1	1	-3	-2	1	-14	0.9	-12	1	1
Cc1ccc(NC(=S)/C(=C(\[O-])c2ccc(Cl)s2)[n+]2cccc(CO)c2)cc1C	-22	1	-3	-4	1	12	1.1	5	1.2	0.9
COc1ccc(-n2c(SCc3ccc([N+](=O)[O-])cc3)nnc2-c2ccc(C)cc2)cc1	4	0.9	0	-1	1	0	1	-9	1	1
CCOC(=O)C/C(N)=N/NC(=O)c1ccc(Cl)cc1Cl	-6	1.2	-2	-5	1	5	1.1	2	1.1	1
Cc1ccc(N/N=C(/Sc2nnnn2-c2ccccc2)C(=O)c2ccccc2)cc1	15	1	-3	-3	1	8	1.1	-5	0.8	1
O=C(CSc1nc(NS(=O)(=O)c2ccccc2)cc(=O)[nH]1)Nc1ccc(F)cc1	17	1	-4	0	1	5	1.1	-14	0.8	1
CCC(C)Sc1nc2c(c(=O)[nH]c(=O)n2C)n1CCc1ccccc1 (stereo unspecified)	18	0.9	-4	-9	1	2	1.1	-4	0.8	0.9
Cc1nc(NC(=O)/C=C/c2ccc(F)cc2)sc1C(=O)N(C)C	10	1	-2	-1	1	4	1	-10	0.9	1
CCC(C(=O)OCC(=O)Nc1ccc(C(=O)Nc2ccc(OC)cc2)cc1)c1ccccc1 (stereo unspecified)	9	0.9	1	-5	1	15	1.1	-12	0.9	1
COc1ccc(C(=O)Nc2cccnc2)cc1OC	0	1.1	-2	-7	1	12	1	-9	1	1
COc1ccccc1C(=O)N/C(=C\c1ccc2c(c1)OCO2)C(=O)NCCc1nc2ccccc2[nH]1	16	1	-7	-1	1.1	-2	1.1	6	0.8	1.1
O=C(Nc1nnc(Cc2ccccc2)s1)c1cccnc1	9	1	-5	6	1	13	0.9	-7	0.9	1
O=C(NC1CCCCC1)C(c1ccccn1)N(C(=O)c1csnn1)C1CC1 (stereo unspecified)	·	·	-5	3	1	19	1	-7	·	·
Cc1nc2ccc(NC(=O)c3ccco3)cc2s1	6	1	-2	-5	1	6	0.7	-7	0.9	1
CC(=O)OC(C)C(=O)NS(=O)(=O)c1ccc(C)cc1 (stereo unspecified)	9	1.2	-1	-6	1	5	1	-7	0.9	1.2
COc1ccc2c(c1)CCC1C2=NN(/C(C)=C/C(C)=O)C1c1cccc(F)c1 (stereo unspecified)	23	0.9	0	-1	1	30	1	22	0.8	0.6
O=S(=O)(c1ccc(Cl)s1)N1CCCCC1	14	0.9	-4	-7	1	2	1.1	-9	0.9	1
CN(Cc1ccccc1)c1nnc(N)s1	12	1	-2	1	1	10	1	-8	0.9	1
COc1ccc(CCN2CN(S(=O)(=O)c3ccc(C)cc3)c3nc4ccccc4nc32)cc1OC	26	0.9	-5	-1	1	-23	1.1	-13	0.7	0.9
CN(C)/N=C/C=C1\CC/C(=C\c2ccc(Br)cc2)C1=O	10	0.9	7	-6	0.9	-2	0.9	10	0.9	1
Cc1onc(-c2ccccc2Cl)c1C(=O)N1CCc2ccccc2C1	8	0.9	4	-5	1	-4	1	-2	0.9	1
Cc1ccc(S(=O)(=O)N2CCC(=O)N(CCOCc3ccccc3C)CC2)cc1	-2	1	0	-12	1	12	1	-2	1	1
CC(=O)Nc1ccc(S(=O)(=O)N2CCN(c3cc(C)ccc3C)CC2)cc1	33	0.9	-4	-5	1	-11	1.1	-7	0.7	0.9
Cc1ccc(N2C(=O)C(CN(C)C)C2c2ccccc2)cc1 (stereo unspecified)	2	1	-2	5	1	4	1	-7	1	1.1
Cc1cc(CSc2ccccc2)ccc1NC(=O)c1ccc(C)c([N+](=O)[O-])c1	2	0.9	-1	-2	1	-18	1	-36	1	1
[O-]C1=N/[N+](=C/c2ccc(Cl)cc2)CC1	-12	1.5	0	-3	1	5	1	-1	1.1	2*
CCC(=O)Nc1ccc(C(=O)CSc2nnc(CNc3ccc(Cl)cc3)o2)cc1OC	9	1.1	-2	1	1	2	1.1	-10	0.9	1.1
NC(=O)c1ccc(NC(=O)COC(=O)CCc2ccc(S(=O)(=O)N3CCCCC3)cc2)cc1	16	0.9	0	-6	1	0	1	0	0.8	0.8
C[N+](C)(C)CCOP(=O)(O)OP(=O)([O-])OC[C@H]1O[C@@H](n2ccc(N)nc2=O)[C@H](O)[C@@H]1O	-2	1.1	-4	-8	1	12	1.1	-9	1	1
COc1ccccc1NC(=O)CCNC(=O)Cn1ccc2ccccc2c1=O	3	1.1	-4	-6	1	3	1.1	-5	1	1
COCCn1c(-c2ccccc2)cnc1SCC(=O)Nc1cccc2ccccc12	21	0.8	0	0	1	20	1	-17	0.8	0.8
COc1ccc(NC(=O)COc2ccc(-c3nn(C)c(=O)c4ccccc34)cc2)cc1	5	1	-6	-1	1.1	7	1.1	-4	0.9	1
Nc1nc2nonc2nc1N1CCCCC1	8	1	1	-6	1	4	1	-7	0.9	1
COCCCNC(=O)CNC(=S)N(Cc1ccccc1)Cc1cccnc1	-6	1.2	-4	-5	1	10	1.1	-1	1.1	1.1
CCN1C(=O)/C(=C/N2CC(C)CC(C)C2)SC1=S (stereo unspecified)	-2	1	-1	-2	1	3	1	-6	1	1.1
Cc1ccc(C)c2nc(Cl)c(C#N)cc12	0	0.9	-4	0	1	22	1	-3	1	0.9
